Assay outcomes from PubChem.
Tb PGK inh: T. brucei PGK inhibition. PGK/GAPDH coupled, Kinase-Glo luminescence, 60 min. Potency, µM (doses to about 57.5 µM), for inactives: at the highest dose activity change, negative = inhibition, actives largely listed as inhibitors. 380,000 tested, 0.043% active. AID 602233; note: % is set by controls: 0 for no effect and ±100 for the full control effect; nearly all actives have a fitted effect of over 60% in size
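Luminescent ATP detection (Kinase-Glo Plus) follows a 60-minute room-temperature incubation, with wells lacking PGK as controls. Buffer: 100 mM TEA (pH 7.6), 5 mM MgCl2, 0.01% Tween-20. Coupling enzyme GAPDH (100 nM final) supplies unstable 1,3-BPG in-well.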
Pin1 inh: human Pin1 inhibition; Pin1 FP peptide displacement, HiFluor488, 10 min; Potency, µM (highest dose often 115 µM), for the others: at the highest dose activity, negative = inhibition, most hits filed as inhibitors; 390,000 tested, 0.009% active; active = well fitted inhibition curve with a large enough effect in the polarisation, with a control signal flat, not every such curve was filed as active; inconclusive = small, poorly fitted or top-dose-only effect, or effect the other way, or a change in a side signal; inactive = no such curve, though single readings can be large or run the other way; the % refers to the polarisation; note: % is set by controls: 0 for no effect and ±100 for the full control effect
Target sequence (Q13526 whole entry, looked up): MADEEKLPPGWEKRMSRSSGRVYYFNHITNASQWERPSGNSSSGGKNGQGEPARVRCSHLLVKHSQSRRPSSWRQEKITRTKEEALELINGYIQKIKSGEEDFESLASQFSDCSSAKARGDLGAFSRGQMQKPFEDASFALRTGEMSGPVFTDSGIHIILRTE
BAZ2B block: blocks human BAZ2B | Q9UIF8 | 360,000 tested, 4.4% active | Potency, µM (highest dose often 114 µM), for inactives: at the top dose activity change, negative = inhibition, hits mostly inhibitors | AlphaScreen BAZ2B-H3K14Ac peptide displacement; note: % is set by controls: 0 for no effect and ±100 for the full control effect; nearly all actives have a fitted effect of over 60% in size
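Complex of BAZ2B and biotin-H3K14Ac (50 nM apiece) forms over 30 min at RT, then faces library compounds up to 110 uM for another 30 min; AlphaScreen beads added, 20 min dark incubation, luminescence read.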
G9a inh: inhibitors of human histone lysine methyltransferase G9a. AID 504332. 350,000 tested, 8.8% active. G9a H3K9 monomethylation, AlphaScreen, 2 h. Potency, µM (doses to about 102 µM), inactives show top-dose activity, negative = inhibition, most hits filed as inhibitors. Q96KQ7; note: % is set by controls: 0 for no effect and ±100 for the full control effect; nearly all actives have a fitted effect of over 75% in size
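Methyltransferase reactions run at room temperature for 2 h (20 nM enzyme, 500 nM biotin-H3K9 peptide, 20 uM SAM) after a 15 min compound preincubation; product detected by AlphaScreen beads and anti-H3K9me1 antibody.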
POLI inh: blocks human DNA polymerase iota activity; Potency, µM (top dose mostly 115 µM), for inactives: at the top dose activity, negative = inhibition, hits mostly inhibitors; AID 588590; 390,000 tested, 1% active; Pol iota fluorescent replication assay, 10 min; Q9UNA4
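Fluorescent replication assay read twice, at 0 min and 10 min after adding 50 nM (final) substrate. Enzyme (10 nM) and compounds were first incubated 15 min at room temperature; enzyme-free buffer wells were negative controls.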
BLM inh: blocks DNA unwinding by human BLM helicase | P54132 | recombinant BLM DNA unwinding, fluorescence dequenching | Potency, µM (doses to about 56.1 µM), for inactives: at the highest dose activity change, negative = inhibition, usual class: inhibitors | 350,000 tested, 0.2% active;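 note: plate controls were vehicle for no effect and no enzyme for full effect; nearly all actives have a fitted effect of over 35% in size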
HP1b binding inh: HP1-beta chromodomain-methylated histone interaction inhibition. P83916. AlphaScreen HP1-beta / biotin-H3K9me3 peptide binding. Potency, µM (highest dose often 114 µM), inactives show top-dose activity change, negative = inhibition, usual class: inhibitors. 390,000 tested, 0.56% active. AID 540317; note: nearly all actives have a fitted effect of over 70% in size; inactives centre near 23
Target sequence (P83916 whole entry, looked up): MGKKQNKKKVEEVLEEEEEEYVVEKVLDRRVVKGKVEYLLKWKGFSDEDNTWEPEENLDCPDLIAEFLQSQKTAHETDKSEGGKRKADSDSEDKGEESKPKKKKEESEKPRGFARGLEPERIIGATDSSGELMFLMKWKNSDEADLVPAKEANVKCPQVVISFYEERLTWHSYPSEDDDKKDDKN
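AlphaScreen: HP1-beta (50 nM) preformed 30 min with biotin-H3(1-18)K9me3 peptide (50 nM) in PBS pH 7.4, 0.01% Tween-20. Compound added for 30 min at RT, then streptavidin donor/nickel chelate acceptor beads (10 ug/mL) for 30 min.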
GLS inhibitor: blocks human kidney-isoform glutaminase activity; O94925; GLS enzymatic activity, qHTS titration; AID 624170; 410,000 tested, 0.21% active; Potency, µM (titrated, usually from 45.5 µM), for inactives: at the highest dose activity change, negative = inhibition, hits mostly inhibitors; note: % is set by controls: 0 for no effect and ±100 for the full control effect
Target sequence (O94925 whole entry, looked up, canonical isoform): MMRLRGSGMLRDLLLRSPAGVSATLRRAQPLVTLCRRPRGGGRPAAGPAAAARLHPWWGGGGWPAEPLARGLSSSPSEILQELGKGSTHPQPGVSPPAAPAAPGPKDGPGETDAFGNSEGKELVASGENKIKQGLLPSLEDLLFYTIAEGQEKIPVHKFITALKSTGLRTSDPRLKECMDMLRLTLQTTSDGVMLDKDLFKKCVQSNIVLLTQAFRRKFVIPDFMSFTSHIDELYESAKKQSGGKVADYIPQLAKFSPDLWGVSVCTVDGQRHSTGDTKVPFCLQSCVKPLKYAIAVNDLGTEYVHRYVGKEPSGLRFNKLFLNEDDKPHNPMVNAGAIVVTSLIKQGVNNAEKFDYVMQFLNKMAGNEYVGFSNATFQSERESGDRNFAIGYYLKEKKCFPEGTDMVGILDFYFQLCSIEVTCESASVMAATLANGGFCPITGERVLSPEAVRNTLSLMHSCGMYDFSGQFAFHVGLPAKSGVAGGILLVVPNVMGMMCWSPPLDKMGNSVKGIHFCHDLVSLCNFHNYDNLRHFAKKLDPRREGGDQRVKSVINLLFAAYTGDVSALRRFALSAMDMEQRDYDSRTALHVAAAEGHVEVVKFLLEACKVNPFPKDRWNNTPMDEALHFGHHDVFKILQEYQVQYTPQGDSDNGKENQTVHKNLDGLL
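Two-point fluorescence kinetic (t0, 30 min RT) for hKGA; glutamate detected via glutamate oxidase–HRP–Amplex Red. Substrate: 1 mM L-glutamine solution; buffer 45 mM KH2PO4, pH 8.2.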
JMJD2A Tudor inh: JMJD2A Tudor domain (human) inhibition; 390,000 tested, 4.4% active; O75164; AlphaScreen JMJD2A-Tudor / H3K4me3 peptide binding; Potency, µM (doses to about 114 µM), without a hit: at the highest dose activity change, negative = inhibition, most hits filed as inhibitors; note: % is set by controls: 0 for no effect and ±100 for the full control effect; nearly all actives have a fitted effect of over 50% in size
* marks the source's active call; other numbers are inactive results; i = inactive; u = inconclusive; x = no result given; & = joins results of further samples; [ ] = remark or other dose. Unless noted, calls come from the whole dose curve; as a rule, active = well fitted curve in the direction sought with a large enough effect; inconclusive = small, poorly fitted or top-dose-only effect, or another doubt; inactive = no such curve, though single readings can be large; an effect the other way counts as inactive or inconclusive. Potency is the fitted concentration of half-maximal effect.

(1) CC1CCN(C(=O)CSc2ccc(-c3cccnc3)nn2)CC1
(2) O=C(NCCc1ccccc1)C1CCCN(S(=O)(=O)c2cnc[nH]2)C1 (stereo not given)
(3) COc1ccc(-c2csc(N(CC3CCCO3)C(=O)c3ccc(C)cc3)n2)cc1 (stereo not given)
(4) COc1ccc(-c2oc3ccccc3c2C(=O)OCc2ccccc2)cc1
(5) C#CCOCCOCCOCCNc1nc(N2CCN(C(=O)[C@H](CO)n3cc([C@@H](N)C(C)C)nn3)CC2)nc(N2CCN(C(=O)[C@H](CCCCN)n3cc([C@@H](N)[C@H](C)CC)nn3)CC2)n1
(6) O=C(NCC1CC1)Nc1cccc(Cl)c1
(7) CCOP(=O)(OCC)c1ccc2c(c1)C(=O)c1ccccc1CC2
(8) O=C(COC(=O)CNC(=O)c1ccccc1Cl)NC1CCCC1
assay / compound	1	2	3	4	5	6	7	8
Tb PGK inh	0%	-9%	0%	-9%	-2%	-9%	2%	-2%
Pin1 inh	-11%	7%	17%	-7%	-4%	-5%	-7%	3%
BAZ2B block	-4%	-3%	-22%	61%[activator]	x	4%	6%	x
G9a inh	19%[12.7 µM]	-17%	-38%[59 µM]	401%[activator]	x	30%	11%[0.501 µM]	x
POLI inh	30%	u	-5%	6%	11%	1%	-10%	4%
BLM inh	-8%	0%	-7%	-5%	x	0%	x	x
HP1b binding inh	25%	49%[activator]	24%	184%[activator]	39%[activator]	18%	6%	-24%
GLS inhibitor	0%	-2%	-4%	4%	0%	-1%	4%	-14%
JMJD2A Tudor inh	-11%	-3%	-17%	127%[activator]	-4%	11%	-23%	-11%

Part of the list above, with each value named:
[4] COc1ccc(-c2oc3ccccc3c2C(=O)OCc2ccccc2)cc1
  Tb PGK inh: -9%
  Pin1 inh: -7%
  BAZ2B block: 61%[activator]
  G9a inh: 401%[activator]
  POLI inh: 6%
  BLM inh: -5%
  HP1b binding inh: 184%[activator]
  GLS inhibitor: 4%
  JMJD2A Tudor inh: 127%[activator]
[5] C#CCOCCOCCOCCNc1nc(N2CCN(C(=O)[C@H](CO)n3cc([C@@H](N)C(C)C)nn3)CC2)nc(N2CCN(C(=O)[C@H](CCCCN)n3cc([C@@H](N)[C@H](C)CC)nn3)CC2)n1
  Tb PGK inh: -2%
  Pin1 inh: -4%
  BAZ2B block: x
  G9a inh: x
  POLI inh: 11%
  BLM inh: x
  HP1b binding inh: 39%[activator]
  GLS inhibitor: 0%
  JMJD2A Tudor inh: -4%
[6] O=C(NCC1CC1)Nc1cccc(Cl)c1
  Tb PGK inh: -9%
  Pin1 inh: -5%
  BAZ2B block: 4%
  G9a inh: 30%
  POLI inh: 1%
  BLM inh: 0%
  HP1b binding inh: 18%
  GLS inhibitor: -1%
  JMJD2A Tudor inh: 11%
[7] CCOP(=O)(OCC)c1ccc2c(c1)C(=O)c1ccccc1CC2
  Tb PGK inh: 2%
  Pin1 inh: -7%
  BAZ2B block: 6%
  G9a inh: 11%[0.501 µM]
  POLI inh: -10%
  BLM inh: x
  HP1b binding inh: 6%
  GLS inhibitor: 4%
  JMJD2A Tudor inh: -23%

Following part.
(9) CC(CNC(=O)c1ccc2nc(CCc3ccccc3)oc2c1)c1ccccc1 (stereo not given)
(10) CC1=C/C(=N\NC(=O)c2cccs2)CC(C)(C)C1
(11) CCN(CC(=O)Nc1ccc(NC(C)=O)cc1)C(=O)c1ccccc1CCc1ccccc1
(12) CCCCC1(O)CC(C(F)(F)F)=NN1C(=O)COc1ccccc1 (stereo not given)
(13) O=C(CSc1nnnn1C1CCCCC1)Nc1nc2c(s1)CCCC2
(14) COc1ccccc1OCC(=O)Nc1c(C(=O)c2ccc(C)cc2)oc2ccccc12
(15) COc1ccc(C2c3ccc(O)cc3Oc3ncn(CCN4CCOCC4)c(=N)c32)cc1OC (stereo not given)
(16) CCOC(=O)C1CCCc2c1[nH]c1c(C(=O)O)cccc21 (stereo not given)
assay / compound	9	10	11	12	13	14	15	16
Tb PGK inh	i	-6%	i	-4%	-3%	-8%	4%	-6%
Pin1 inh	-4%	-1%	5%	-12%	-1%	1%	0%	-12%
BAZ2B block	0%	-25%	-5%	12%	u	-3%	23%	-5%
G9a inh	14%[59 µM]	-5%	u	-8%[59 µM]	-34%[59 µM]	-3%[59 µM]	34%	-5%[59 µM]
POLI inh	-6%	-15%	8%	-2%	34%[activator]	6%	35%[activator]	57%[activator]
BLM inh	-3%	-5%	x	-12%	-10%	-1%	-8%	0%
HP1b binding inh	14%[57 µM]	24%	19%	20%	-8%	26%	13%	15%
GLS inhibitor	0%	2%	-10%	25%	0%	7%	3%	9%
JMJD2A Tudor inh	-13%	7%	-12%	3%	u	-2%	0%	-14%

(17) Cc1nnc(SCC(=O)Nc2ccc([N+](=O)[O-])cc2)n1CC1CCCO1 (stereo not given)
(18) O=C(CSc1nc2ccccc2c(=O)n1CCCN1CCOCC1)Nc1ccc(F)c(Cl)c1
(19) COc1ccc(Cc2c(Cl)ncnc2Cl)cc1
(20) CCOc1cc(/C=C2\SC(=S)N(NC(=O)c3cccnc3)C2=O)ccc1O
(21) Brc1ccc(CSc2ccc3nnc(-c4cccnc4)n3n2)cc1
(22) O=C(NCCc1ccccn1)C(F)(F)C(F)(F)C(F)(F)C(F)(F)C(F)(F)C(F)(F)C(F)(F)C(F)F
(23) COc1cccc(CN2C(=O)c3ccccc3Sc3ccc(C(=O)NCCc4ccc(Cl)cc4)cc32)c1
(24) CN1CCN(NC(=O)c2cn(-c3ccccc3)nc2-c2cccs2)CC1
assay / compound	17	18	19	20	21	22	23	24
Tb PGK inh	-4%	i	17%	-17%	4%	-7%	-5%	x
Pin1 inh	-3%	u	1%	u	2%	45%[activator]	31%[activator]	-5%
BAZ2B block	-20%	x	4%	10µM*	-29%	42%[activator]	x	-22%
G9a inh	-3%	x	39%[59 µM]	10%[12.7 µM]	-40%	-10%	4%[59 µM]	u
POLI inh	-3%	-1%	-6%	28µM*	38%[activator]	8%	u	-17%
BLM inh	-3%	x	-11%	-7%	-1%	-19%	-4%	-1%
HP1b binding inh	22%	14%	83%[activator]	u	19%	47%[activator]	28%	56%[activator]
GLS inhibitor	0%	-1%	14%	5%	0%	-1%	7%	-2%
JMJD2A Tudor inh	7%	-24%	29%	-35%	-12%	-8%	-15%	-10%

(25) COc1cccc(C(=O)Nc2cccnc2)c1
(26) CC(C(=O)NCc1ccc2c(c1)OCO2)c1ccc([N+](=O)[O-])cc1 (stereo not given)
(27) O=C(COC(=O)c1ncc(Cl)c(Cl)c1Cl)NC(=O)NCc1ccccc1
(28) COc1cc(COCC(O)CN2CCN(Cc3ccc4c(c3)OCO4)CC2)cc(OC)c1OC (stereo not given)
(29) Cc1ccc(NC(=O)c2cc(=O)[nH]c3ccc(S(=O)(=O)N4CCOCC4)cc23)cc1
(30) CCc1c(C)sc(NC(=O)c2cccs2)c1C#N
(31) O=C(Nc1ccc2c(c1)OCCO2)c1cccc(Cl)c1
(32) CCN(CC)C(=O)CC(c1cc(OC)c(OC)c(OC)c1)c1c(OC)cc(OC)c2ccc(=O)oc12 (stereo not given)
assay / compound	25	26	27	28	29	30	31	32
Tb PGK inh	1%	14%	-5%	9%	-2%	2%	0%	0%
Pin1 inh	1%	84%[activator]	7%	0%	9%	u	-2%	4%&-1%
BAZ2B block	-26%	-6%	-3%	-32%	4%	3%	1%	0%
G9a inh	-21%	u	u	u	1%[12.7 µM]	13µM*	x	7%[59 µM]
POLI inh	42%[activator]	76%[activator]	-1%	11%	15%	18%	82%[activator]	-24%&-25%
BLM inh	0%	0%	-11%	-3%	x	-17%	-8%	2%&1%
HP1b binding inh	16%	13%	48%[activator]	17%	17%	-7%	56%[activator]	4%&18%
GLS inhibitor	3%	-2%	-11%	-8%	-1%	4%	-8%	6%
JMJD2A Tudor inh	-19%	-6%	-7%	-15%	-15%	-9%	-3%	-14%&-23%

(33) COc1ccc(N(CC(=O)NCc2ccccc2)S(C)(=O)=O)cc1
(34) COc1ccc2cc3c(N)nn(C(=O)c4cccc([N+](=O)[O-])c4)c3nc2c1
(35) CCn1c(CN2CCCCC2)nc2cc(NC(=O)COc3ccccc3C(C)(C)C)ccc21
(36) Cc1c(CNC(=O)c2cnn3c2NC(c2ccc(Br)cc2)CC3C(F)(F)F)cnn1C (stereo not given)
(37) CC(C)C[C@@H](CO)N1CCN(CCc2ccccc2)CCC1=O
(38) Cc1ccnc(NC(=O)C2CCCN(c3ncnc4c3nc3n4CCCCC3)C2)c1 (stereo not given)
(39) CCOc1ccc(CNCc2ccc(C(=O)O)cc2)cc1OC
(40) O=C(CSc1n[nH]c(-c2cccs2)n1)N1CCN(S(=O)(=O)c2ccc3ccccc3c2)CC1
(41) O=C(NCCc1ccccc1)c1ccc(NCC2CCCO2)c([N+](=O)[O-])c1 (stereo not given)
assay / compound	33	34	35	36	37	38	39	40	41
Tb PGK inh	i	-9%	5%	6%	-7%	-3%	-14%	i	-3%
Pin1 inh	1%	u	2%	9%	-5%	-2%	-4%	33%[activator]	3%
BAZ2B block	19%	u	-25%	0%	-19%	-8%	-24%	-3%	u
G9a inh	-11%[59 µM]	u	-25%[59 µM]	-41%[59 µM]	u	x	-5%	-14%[59 µM]	-2%[59 µM]
POLI inh	5%	u	5%	17%	-18%&21%	9%	8%	u	104%[activator]
BLM inh	3%	-15%	-16%	-11%	-1%	3%	-3%	-5%	-11%
HP1b binding inh	-5%	18%	49%[activator]	18%	23%	29%	-11%	33%	-1%
GLS inhibitor	15%	-3%	-14%	-5%	-5%	0%	-5%	2%	-9%
JMJD2A Tudor inh	-8%	-16%	-6%	-11%	-10%	-6%	-34%	-19%	-22%

Some of the compounds tested. The share of hits here may be higher or lower than overall.
